# Bioassay records as filed in PubChem.
# F-actin modifier: modifiers of cytoskeleton assembly; inhibition, % at 2 µM; 91,000 compounds, 0.18% hits; AID 836; HUVEC TNFa F-actin phalloidin imaging, high content;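 active = inhibition above the batch mean plus 3 SD and confirmed as a hit by visual image inspection, cut at about 30% in these data, passing the limit was not always enough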; also: strong numbers were not always called active
# VCAM1 TNFa inh: reduces TNF alpha induced VCAM1 expression in HUVEC; inhibition, % at 2 µM; HUVEC TNFa-induced VCAM-1 immunofluorescence, high-content imaging; 95,000 compounds, 0.48% hits;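 active = inhibition above the batch mean plus 3 SD, with images confirmed as a hit by eye, cut at about 37% in these data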;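 also: 0% = TNF-stimulated DMSO wells and 100% = unstimulated control wells; not every result past the cut was called active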
# LYP inh 2: inhibitors of human LYP (PTPN22) phosphatase; recombinant LYP catalytic domain, DiFMUP fluorescence; inhibition, % at 2 µM; AID 640; Q9Y2R2; 96,000 compounds, 0.21% hits;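 active = inhibition at 2 µM at or above a set limit, the screen mean plus 3 SD, cut at about 24% in these data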;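 also: 0% = DMSO with enzyme and 100% = enzyme fully blocked by orthovanadate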
# PTK2B oligo ant: blocks oligomerization of human Pyk2 in cells; Q14289; Q293 cells, Pyk2 FERM NanoBiT luminescence; stronger effect = lower value; z-score (the deposit names both 25 µM and 10 µM); 99,000 compounds, 0.83% hits;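 active = Z-score of -3 or lower, scaled per plate to the spread of control and sample wells; inactive = z-score above -3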;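 also: negative z-score means lost luminescence so less FERM oligomerization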
# PTPN22 act: LYP (human) phosphatase activation; Q9Y2R2; recombinant LYP, DiFMUP fluorescence; 0 = plate median, 100 = signal doubled; activation, % at 2 µM; 96,000 compounds, 0.11% hits; AID 697;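 active = activation at 2 µM above a set limit, the mean plus 5 SD, cut at about 37% in these data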
# ERa coact inh: blocks coactivator binding to human estrogen receptor alpha; TR-FRET ER-alpha LBD / SRC-1 peptide, estradiol-bound; P03372; inhibition, % at 25.6 µM; 86,000 compounds, 1.7% hits; in the data active = inhibition above about 50%;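 also: 0% = receptor plus peptide control and 100% = peptide only without receptor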
# Target sequence (P03372 whole entry, looked up, the tested form may be a part): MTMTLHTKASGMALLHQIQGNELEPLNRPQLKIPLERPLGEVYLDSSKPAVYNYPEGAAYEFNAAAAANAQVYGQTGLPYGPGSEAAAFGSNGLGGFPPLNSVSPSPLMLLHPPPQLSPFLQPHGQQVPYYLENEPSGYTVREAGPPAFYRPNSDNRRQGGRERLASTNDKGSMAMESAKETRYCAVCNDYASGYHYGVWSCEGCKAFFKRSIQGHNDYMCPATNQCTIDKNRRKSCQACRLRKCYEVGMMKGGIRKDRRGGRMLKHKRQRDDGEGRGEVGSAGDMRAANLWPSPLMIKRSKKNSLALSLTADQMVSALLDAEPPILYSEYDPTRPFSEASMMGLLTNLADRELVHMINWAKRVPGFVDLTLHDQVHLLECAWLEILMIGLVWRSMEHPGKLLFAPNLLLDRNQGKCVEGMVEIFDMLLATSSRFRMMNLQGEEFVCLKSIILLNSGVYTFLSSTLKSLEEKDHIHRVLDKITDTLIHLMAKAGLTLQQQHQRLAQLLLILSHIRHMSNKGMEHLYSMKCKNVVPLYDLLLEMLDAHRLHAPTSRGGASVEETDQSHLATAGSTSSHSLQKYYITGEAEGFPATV
# FAK inh: FAK (human) kinase inhibition. AID 727. Q05397. inhibition, %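 (tested at 7 µM)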. biochemical FAK kinase activity assay. 97,000 compounds, 0.84% hits; in the data active = inhibition above about 19%;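 also: 0% = DMSO and 100% = reference compound high control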
# HUVEC tox IL1B: toxic to HUVEC cells under IL-1B stimulation; HUVEC cell count loss, Hoechst imaging, IL-1B stimulated; cell count reduction, % at 2 µM; 94,000 compounds, 0.41% hits; AID 845;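 active = cell count reduction more than 3 SD above the screen-wide mean, cut at about 70% in these data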;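 also: normalized per plate to untreated control cells as the no-loss baseline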
# HUVEC tox TNFa: toxic to HUVEC cells under TNF alpha stimulation; cell count reduction, % at 2 µM; HUVEC TNFalpha-stimulated, Hoechst cell count, imaging; 93,000 compounds, 0.17% hits; AID 848;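 active = cell count reduction exceeding the screen mean by over 5 SD, scaled to untreated wells per plate, cut at about 78% in these data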;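 also: cells counted after 24 h of TNF alpha exposure following the 1 h pretreatment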
# * = called active by the depositor; nt = no result given; [ ] = another dose, or the depositor's remark.
SMILES,F-actin modifier,VCAM1 TNFa inh,LYP inh 2,PTK2B oligo ant,PTPN22 act,ERa coact inh,FAK inh,HUVEC tox IL1B,HUVEC tox TNFa
Cc1cc(Nc2nnnn2-c2ccccc2)n(-c2ccccc2)n1,-9,-9,-6,1.8,9,-3,2,-28,-6
CCOC(=O)CSc1nc2ccccc2c(=O)n1C,0,-31,-5,1.6,2,0,4,-8,1
COc1ccc(N2C(=O)C3C4C=CC(C5CC45)C3C2=O)c([N+](=O)[O-])c1 (configuration not stated),-2,1,-4,2.1,9,nt,-2,21,4
Nc1nonc1/C(=N/O)N1CCCC1,2,14,-9,0.32,9,nt,0,-7,8
CCCCNCCCCOc1ccccc1,5,5,0,1.2,1,1,-1,nt,3
COc1ccc(CCNc2nc(C)cc(=O)[nH]2)cc1OC,-22,11,-10,0.5,10,-6,0,19,5
CC1(C)CC(=O)C=C(NCCCN2CCCC2=O)C1,-9,14,3,0.5,-3,-7,0,81*,21
Cc1ccc(NC(=O)Cc2nnc(SCC(=O)c3ccc(Br)cc3)n2C)cc1,-4,8,-1,-0.28,-1,4,3,2,-21
CSc1nsc(SCC(=O)N2CCN(c3ccccc3)CC2)n1,-13,17,14,0.68,-12,4,-1,7,13
Cc1ccccc1CSc1nnc(C)c(=O)[nH]1,-8,-6,-2,nt,0,-3,6,-3,37
O=C(NC1CCCC1)c1cccnc1N1CCCCCC1,-5,11,-5,0.64,4,-5,1,-176,-45
CCc1cc2c(=O)n(N)c(CCC(=O)O)nc2s1,nt,nt,11,-0.31,-7,5[fluorescence artefact?],2,-9,nt
Cc1cc(C(=O)N2CCC(C(F)(F)F)n3nccc32)on1 (configuration not stated),-11,8,-1,1,1,-1,3,7,-10
c1ccc2c(N3CCCCC3)nc(N3CCCC3)nc2c1,3,23,-3,-0.31,6,nt,-4,-42,-3
Cc1ccc(C(=O)Nc2nc3ccccc3n2CCN2CCCC2)cc1,-5,11,-1,-0.25,0,-8,6,53,-2
COc1c2c(nc3ccccc13)OC(C(C)(O)COC(C)=O)C2 (configuration not stated),nt,-6,3,0.25,-4,0,0,-53,-21
Cc1cc(/C=C2\SC(=S)N(Cc3ccco3)C2=O)c(C)n1-c1cccnc1,-9,16,11,-0.82,-7,nt,4,-24,14
COC(=O)c1cc(OC)c(OC)cc1NC(=O)c1ccc(C)o1,nt,11,-2,-0.38,5,9[fluorescence artefact?],-2,-11,-41
O=C(c1csc2c1CCCC2)N1CCN(c2ncccn2)CC1,-14,12,1,0.19,-2,-2,6,14,-4
Cn1nnnc1SCc1nc2ccccc2[nH]1,-20,18,-2,0.76,1,-4,-5,6,-15
CCCC(=O)Nc1ccccc1NC(=O)CCC,3,33,-12,0.36,7,-24,0,-61,-11
Cc1cccc(C)c1OCC(=O)N=Nc1c(O)[nH]c2ccc(Br)cc12,-3,-8,4,-0.74,-4,-7,0,nt,-8
CCOC(=O)c1cc(OC(=O)c2ccccc2)n(-c2ccccc2)n1,-19,7,-5,-0.82,5,39[fluorescence artefact?],-2,7,-14
Cc1cc(C)n2nc(SCC(=O)c3ccc[nH]3)nc2n1,13,8,8,0.8,-9,25[fluorescence artefact?],1,-12,-14
O=C(Cn1c(-c2ccco2)nc2ccccc21)N1CCCCC1,13,-3,-15,-0.72,14,4,2,-35,-30

# The results go on.
SMILES,F-actin modifier,VCAM1 TNFa inh,LYP inh 2,PTK2B oligo ant,PTPN22 act,ERa coact inh,FAK inh,HUVEC tox IL1B,HUVEC tox TNFa
CCc1nnc(NC(=O)C(=O)NCCOC(=O)c2ccccc2)s1,1,-10,-4,0.23,2,nt,2,-17,-20
COc1cccc2cc(/C(C)=N/Nc3nc(-c4cc(C)ccc4C)cs3)c(=O)oc12,7,2,2,0.49,1,nt,1,-8,-18
COc1ccc(/C=C(\NC(=O)c2ccc(OC)cc2)C(=O)NC(CCSC)C(=O)O)cc1 (configuration not stated),-13,-10,-4,0.22,1,nt,-1,18,-16
CC1CCCCC12NC(=O)N(CC(=O)Nc1sc3c(c1C(N)=O)CCC3)C2=O (configuration not stated),-4,26,-6,0.57,3,nt,12,-2,-5
Cc1ccc(S(=O)(=O)N2CCCOC2)cc1,-5,9,11,-0.9,-10,-6,-1,3,2
O=C(c1cnc(N2CCN(c3ncccn3)CC2)c2ccccc12)N1CCN(c2ccccn2)CC1,14,-1,-4,-1.4,3,-1,-3,-203,-20
CC(=O)Nc1ccc(S(=O)(=O)N2CCN(Cc3ccncc3)CC2)cc1,-2,28,-16,-0.32,10,-26,3,-53,8
CCCOc1ccc(C(=O)C(c2ccccc2)N2CCOCC2)cc1 (configuration not stated),nt,12,-1,-0.61,0,-14[fluorescence artefact?],8,-76,-24
CC(=O)Nc1ccn(-c2ccccc2)n1,10,-1,-6,-0.79,1,0,1,1,-8
CC(C)NC(=O)Cn1nnc(-c2ccc(Cl)cc2)n1,-22,17,-11,0.82,7,nt,2,-18,-9
C/C(CCc1oc2ccc(Cl)cc2c1-c1ccc(C)o1)=N\O,6,2,3,0.33,-7,2,1,-30,-22
COc1ccc(CC(=O)N2CC(=O)N(CCc3ccccc3)C(=O)C2)cc1,-19,12,-8,0.16,6,-10,-10,-25,-23
CCOc1ccc(NC(=O)CS(=O)(=O)c2cn(CC)c3ccccc23)cc1,19,3,2,nt,-3,-1,-2,8,-24
CC(=O)c1c(C)nn(CCC(=O)O)c1C,-1,14,-8,1.1,7,-8,-1,2,26
O=C1/C(=C/c2cccs2)SC(=S)N1c1ccccc1,-2,-2,-4,0.24,7,nt,-10,1,-9
C=CCn1c(SCC(=O)c2ccc(Cl)s2)nc2ccccc2c1=O,-4,0,3,-0.14,0,nt,-2,6,-24
CC1=C(C(N)=O)C(c2cccnc2)n2nc(-c3cccc(C)c3)nc2N1 (configuration not stated),nt,nt,6,-1.5,-7,-2,1,8,nt
COc1ccc2ccc3c(c2c1)N=CC1(O3)N(C)c2ccccc2C1(C)C (configuration not stated),7,4,-10,-2.6,5,-13,17,-1,-6
CC1(C)CC(CCNC(=O)c2ccco2)CC(C)(C)N1,-11,1,0,-0.03,-3,-6,-3,-22,-10
Cc1ccc(OCC(=O)N/N=C\c2cn(C)c3ccccc23)c([N+](=O)[O-])c1,4,7,4,-1.4,0,nt,-4,12,-2
CC(C)n1c(-c2ccc(C(C)(C)C)cc2)n[nH]c1=S,24,2,18,0.18,-16,4[fluorescence artefact?],1,-8,0
Fc1ccccc1NC(=S)NNc1ncc(C(F)(F)F)cc1Cl,-2,-19,4,0.1,-6,nt,-1,-19,0
COc1ccc(-n2nnnc2S(=O)(=O)Cc2ccc(C(=O)O)cc2)cc1,14,24,2,-1.1,-5,16,-1,-20,-18
CCCC(=O)Nc1ccc(N2CCN(C(=O)c3cccs3)CC2)cc1,nt,nt,-2,-0.19,-1,0,-2,-28,nt
Cc1ccc(NC(=O)c2ccc(Cn3cc(Br)cn3)o2)cc1,8,11,4,-0.71,-4,-5,3,-7,-12

# Going on with the list.
SMILES,F-actin modifier,VCAM1 TNFa inh,LYP inh 2,PTK2B oligo ant,PTPN22 act,ERa coact inh,FAK inh,HUVEC tox IL1B,HUVEC tox TNFa
COc1ccc(Nc2oc(COc3ccc(OC)cc3)nc2C#N)cc1,-14,6,10,-0.87,-8,-9[fluorescence artefact?],6,-31,17
O=C(Cn1cnc2c(oc3ccccc32)c1=O)NCC1CCCO1 (configuration not stated),0,-4,1,0.82,2,0[fluorescence artefact?],-2,-2,0
CCN(CC)S(=O)(=O)c1cccc(-c2nnc(SC(C)C(=O)NCCC3=CCCCC3)o2)c1 (configuration not stated),nt,nt,3,-0.6,-5,-4,-4,nt,nt
CCOC(=O)c1c(N)n[nH]c1-c1ccccc1,-7,-10,2,-0.87,-3,-12,5,nt,-8
O=C(Cn1nnc2ccccc2c1=O)Nc1ccc2c(c1)CCC2,-5,23,0,0.5,0,-6,1,-3,-10
N#CC1=C(N)SC(N)=C(C#N)C1CCC1CCCCC1,-11,17,-8,nt,4,15[fluorescence artefact?],0,-4,12
COC(=O)c1ccc(C2c3c(oc4ccccc4c3=O)C(=O)N2CCCN2CCOCC2)cc1 (configuration not stated),-7,11,-4,nt,1,-6,2,10,-16
Cc1cc(NC(=O)CN2CCN(S(=O)(=O)c3ccc4ccccc4c3)CC2)no1,-5,5,-13,1.8,13,6,5,-125,-11
C=CCOc1ccc(/C(CC)=N/O)c(OC)c1,6,2,6,-0.5,-2,0,7,0,-11
Cc1ccc(NC(=O)CCC(=O)NNC(=O)C(c2ccccc2)c2ccccc2)c(C)c1,-15,9,8,-0.29,-4,nt,2,-15,4
O=C(CN1CCCCC1)Nc1ccccc1-c1ccccc1,-4,2,6,-0.57,-7,-8,0,-3,2
Cc1ccc(CNc2nc3ccccc3s2)s1,7,0,0,0.11,-2,10,-2,-21,-15
CS(=O)(=O)Nc1ccc(C(=O)NC2CC3CCC2C3)cc1 (configuration not stated),nt,0,3,-0.04,-2,12,1,7,-2
CCN(CC)S(=O)(=O)c1ccc(-c2nnc(SCC(=O)Nc3ccc(OC)cc3)o2)cc1,12,40,10,-0.3,-12,9,10,2,9
Cc1ccc(OCCCC(=O)N2CCOCC2)c(C)c1,18,-10,16,0.82,-12,-14,8,7,-15
CN(C)S(=O)(=O)c1ccc(C(=O)N2CCN=C2SCc2cccnc2)cc1,8,2,10,0.2,-10,4,0,35,-28
CCOC(=O)C1(CCSC)NC(c2ccco2)C2C(=O)N(C)C(=O)C21 (configuration not stated),-5,-3,-2,-0.07,3,1,-1,3,-16
CCC(=O)N1CCc2cc(S(=O)(=O)CCC(=O)NCCc3ccccc3)ccc21,nt,-5,-3,0.46,4,-3,-3,0,-1
COc1ccc(-n2nnnc2SCC(=O)NC(=O)Nc2ccc3c(c2)OCCO3)cc1,8,8,10,0.47,-8,-5,1,-8,-22
Cc1ccc(S(=O)(=O)N(CC(=O)NCCSCc2ccco2)c2cc(C)ccc2C)cc1,nt,nt,-3,-0.49,9,nt,-7,15,nt
O=C(COC(=O)Cc1ccc(S(=O)(=O)N2CCOCC2)s1)NCc1ccc(Cl)cc1,14,20,-1,-1.5,-1,nt,0,-5,-14
CC(C)CCNC(=O)CN(C(=O)CCC(=O)Nc1ccccn1)c1ccc2c(c1)OCO2,4,-26,-1,-0.4,-2,10,-1,-1,-8
CC1=CC(C)(C)N(C(=O)c2ccccc2)c2ccccc21,-4,2,4,-0.66,-5,-2,5,-20,-15
CCCCn1c(=NC(=O)c2ccco2)c(C(=O)OCC)cc2c(=O)n3ccccc3nc21,-10,-8,9,0.13,-9,8[fluorescence artefact?],-2,9,-16
Cc1ccc(CS(=O)(=O)Cc2ccc(C(=O)NCc3ccco3)o2)cc1,5,-7,-7,0.84,6,nt,2,2,-41

# Next entries:
SMILES,F-actin modifier,VCAM1 TNFa inh,LYP inh 2,PTK2B oligo ant,PTPN22 act,ERa coact inh,FAK inh,HUVEC tox IL1B,HUVEC tox TNFa
CCCc1cc(=O)n2[nH]c(-c3ccc(OC)cc3)nc2n1,0,4,14,-1.1,-15,-2,-1,-19,0
CC12CCC(C(=O)NCC3CCCO3)(OC1=O)C2(C)C (configuration not stated),6,22,2,0.95,-6,-7,-2,14,-37
O=C(Cn1nnc(-c2ccccc2)n1)NCc1ccccc1,-7,-1,-11,0.16,14,-3,-4,-14,-1
C=CCn1c(SCn2nnc3ccccc3c2=O)nc2scc(-c3cccs3)c2c1=O,-9,5,-2,0.32,2,-4,14,-20,-14
COc1ccc2c(=O)c(-c3nc(C)cs3)coc2c1,5,-2,4,-0.03,-3,-17,1,20,8
CCOC(=O)N1CCC(NC(=O)C2CCN(c3ccc(N4CCOCC4)nn3)CC2)CC1,31,-13,-13,1.9,10,6[fluorescence artefact?],-2,-26,-2
CCCn1nnc(NC(=O)c2cccc(OCc3ccccc3)c2)n1,-13,16,-8,-0.63,11,3,3,-8,6
